High-throughput results from PubChem BioAssay.
esBAF inh: blocks esBAF chromatin remodeling in mouse ES cells. reporter increase, % at 12.5 µM. Bmi1-luciferase knock-in reporter, 24 h; 100% = twice the neutral-well signal. hit rate 2% among 350,000; in the data active means activation above about 40%;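 further: 0% = median of the plate's neutral control wells and 100% = double that signal; a rise in the Bmi1 reporter signal indicates esBAF inhibition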
RAD52 inh: inhibitors of human RAD52 DNA annealing; recombinant RAD52 DNA annealing, FRET fluorescence; inhibition, % at 18.7 µM; hit rate 0.46% among 360,000; AID 651710;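 active means every replicate showing at least 50% inhibition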
Target sequence (P43351 whole entry, looked up): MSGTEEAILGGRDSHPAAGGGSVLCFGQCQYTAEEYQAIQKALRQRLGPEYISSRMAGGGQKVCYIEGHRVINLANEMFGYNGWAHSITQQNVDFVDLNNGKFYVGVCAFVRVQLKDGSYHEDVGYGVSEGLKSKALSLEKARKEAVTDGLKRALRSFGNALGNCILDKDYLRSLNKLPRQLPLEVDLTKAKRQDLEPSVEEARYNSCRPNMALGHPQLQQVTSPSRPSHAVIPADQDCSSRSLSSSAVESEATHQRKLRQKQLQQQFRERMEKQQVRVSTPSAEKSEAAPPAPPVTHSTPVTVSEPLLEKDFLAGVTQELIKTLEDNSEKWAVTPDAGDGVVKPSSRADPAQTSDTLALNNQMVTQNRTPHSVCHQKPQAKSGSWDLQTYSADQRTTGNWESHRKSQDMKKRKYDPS
E-sel inducer: E-selectin induction on HUVECs; HUVEC E-selectin immunofluorescence imaging; normalized: neutral wells 0, TNF-alpha wells 100; hit rate 0.37% among 260,000; activation, % at 7.58 µM;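 active means mean E-selectin-positive cell signal at least 10% of the positive control, reached in at least 60% of replicates, without over 20% cell loss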;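 further: in these data hits start at about 27%; measured in HUVEC primary endothelial cells; signal is the percent of cells scored E-selectin positive by PE staining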
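material = human umbilical vein endothelial cells (HUVEC), E-selectin induction | quantity = 3,000 cells/well | medium = EGM-2 growth medium on 0.1% gelatin-coated wells | technique = immunofluorescence imaging | read-out basis = % PE-positive cells | control set = TNF-alpha positive control, DMSO neutral control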
S100A4 MyoIIA: inhibitors of human S100A4 binding to myosin IIA peptide; P26447; S100A4/TAMRA-MyoIIA peptide fluorescence polarization; inhibition, % at 10.7 µM; hit rate 0.14% among 360,000; AID 652163;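 active means mean inhibition of at least 70% across replicates, with every replicate also reaching that level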
Target sequence (P26447 whole entry, looked up): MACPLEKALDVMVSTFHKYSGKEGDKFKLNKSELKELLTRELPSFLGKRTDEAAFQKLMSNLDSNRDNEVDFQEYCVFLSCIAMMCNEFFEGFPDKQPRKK
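Material: S100A4 monomer (human). Medium: Calcium-containing HEPES buffer, pH 7.2. Probe or stimulus: labelled myosin peptide probe, 5 nM. Compound dosing: one concentration per compound. Timing: polarization read 5 min after assay mix addition, stable 5–60 min. Benchmarks: DMSO as neutral control, TFP as positive control.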
RAD54 inh: RAD54 (human) branch migration inhibition. inhibition, % at 10.4 µM. RAD54 Holliday junction branch migration, FAM/BHQ fluorescence. hit rate 0.14% among 360,000. AID 602329. Q92698;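 active means mean normalized replicate activity at least 40 and at least half of replicates scoring 40 or more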;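 further: 0% = median of neutral control wells and 100% = median of positive control wells; inhibitors cause a drop in the FAM fluorescence signal; in these data hits start at about 50%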
Xi reactivation: activators of X-chromosome reactivation in mouse fibroblasts; XiGFP mouse fibroblasts, % GFP-positive cells imaging, 3 d; cells co-treated with 5-aza-dC sensitizer; scaled so ellipticine positive control = 100%; hit rate 0.055% among 360,000; activation, % at 7.58 µM;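 active means mean normalized replicate activation at least 10% and every replicate at or above 10%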;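 further: 0% = median of on-plate neutral control wells and 100% = ellipticine 6 µM median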
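System: 68-5-11 XiGFP fibroblast line | Buffer or medium: DMEM containing 5-aza-dC | Compound: Single point | Times: Compounds 3 days, fix/stain 15 min at room temperature | Benchmarks: Positive control ellipticine, 6 µM final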
ERp5 inh: inhibitors of human ERp5. ERp5 insulin aggregation, absorbance 650 nm, 90 min. AID 651711. inhibition, % at 9.99 µM. Q15084. hit rate 0.05% among 350,000;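 active means mean replicate inhibition above about 25%, with every replicate also reaching it, limit read from the data, passing the limit was not always enough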
Target sequence (Q15084 whole entry, looked up): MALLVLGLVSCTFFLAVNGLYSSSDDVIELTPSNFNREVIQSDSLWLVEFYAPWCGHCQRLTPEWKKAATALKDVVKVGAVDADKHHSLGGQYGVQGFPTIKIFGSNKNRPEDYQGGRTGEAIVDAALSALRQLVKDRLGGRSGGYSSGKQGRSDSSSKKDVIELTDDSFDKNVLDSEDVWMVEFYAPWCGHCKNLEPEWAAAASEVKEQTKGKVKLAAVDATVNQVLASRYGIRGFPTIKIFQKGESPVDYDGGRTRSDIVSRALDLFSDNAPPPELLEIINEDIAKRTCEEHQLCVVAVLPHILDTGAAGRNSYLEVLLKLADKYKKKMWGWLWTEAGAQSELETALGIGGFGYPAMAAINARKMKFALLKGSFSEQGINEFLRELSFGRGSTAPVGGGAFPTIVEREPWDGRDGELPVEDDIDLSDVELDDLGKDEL
ERAP1 HTS inh: blocks human ERAP1 aminopeptidase activity; inhibition, % at 10.7 µM; recombinant ERAP1, Leu-AMC fluorescence, 60 min; AID 652197; hit rate 0.15% among 340,000; Q9NZ08;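 active means mean replicate inhibition of at least 30%, or all replicates individually reaching that 30% level; inactive means mean below 30% and not every replicate reaching it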;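 further: 0% = neutral control wells and 100% = L-leucinethiol positive control wells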
An asterisk follows results filed as active.

Results for COCCNC(=O)c1c(NC(=O)c2ccc(Br)o2)n(Cc2ccccc2)c2nc3ccccc3nc12 ?
esBAF inh: -7; E-sel inducer: 0.7; RAD54 inh: 5; Xi reactivation: 0.0

What do the screens show for `COc1ccc(CCn2c(O)c(C=Nc3ccc(NC(C)=O)cc3)c(=O)[nH]c2=O)cc1OC`?
RAD52 inh: -99; E-sel inducer: -0.1; S100A4 MyoIIA: 10; RAD54 inh: -15; Xi reactivation: 0.3; ERp5 inh: 2

How did CCN1CCN(c2ccc(N)cc2)CC1 do in these assays?
RAD52 inh: 90*; E-sel inducer: -0.1; S100A4 MyoIIA: 20; Xi reactivation: 0.3; ERp5 inh: -7; ERAP1 HTS inh: -3

How did C[C@@H]1CNCCN1c1ccc(N2CC[C@H](O)C2)c(C#N)c1 do in these assays?
RAD52 inh: -5; E-sel inducer: -0.2; S100A4 MyoIIA: -11; Xi reactivation: 0.0; ERp5 inh: 2; ERAP1 HTS inh: 4

What do the screens show for `Clc1cc(Cl)cc(NC2=NCCS2)c1`?
RAD52 inh: -6; E-sel inducer: 0.3; S100A4 MyoIIA: -5; RAD54 inh: 6; Xi reactivation: 0.0; ERp5 inh: 3; ERAP1 HTS inh: 1

Results for O=C1NC(=O)N(c2ccc(F)cc2)C(=O)/C1=C/c1ccsc1 ?
esBAF inh: -7; RAD52 inh: -58; S100A4 MyoIIA: -15; RAD54 inh: -13; Xi reactivation: 0.1; ERp5 inh: 10; ERAP1 HTS inh: 6

Results for COC(=O)[C@@H]1[C@@H](CO)[C@@H]2Cn3c(ccc(-c4ccc(F)cc4)c3=O)[C@H]1N2C(=O)c1ccccc1F ?
esBAF inh: 1; RAD52 inh: 0; E-sel inducer: -0.2; S100A4 MyoIIA: -6; RAD54 inh: 2; Xi reactivation: 0.1; ERp5 inh: 2; ERAP1 HTS inh: 6

How did C=CCn1c(O)c(C(C)=Nc2ccc3c(c2)CCC3)c(=O)[nH]c1=O do in these assays?
RAD52 inh: -4; E-sel inducer: 5.5; S100A4 MyoIIA: -1; Xi reactivation: -0.1; ERp5 inh: -2; ERAP1 HTS inh: 6

Results for O=C(Nc1ccccc1)N1Cc2ccccc2-n2nncc2C1 ?
esBAF inh: -3; RAD52 inh: -5; S100A4 MyoIIA: -2; RAD54 inh: 1; Xi reactivation: 0.1; ERp5 inh: 1

Results for CS(=O)(=O)c1ccc(C2=C(CNC(=O)c3cccs3)[C@H]3CC[C@@H](C2)N3Cc2ccco2)cc1 ?
esBAF inh: -7; RAD52 inh: -6; E-sel inducer: -0.2; S100A4 MyoIIA: 1; RAD54 inh: 0; Xi reactivation: -0.1; ERp5 inh: 1; ERAP1 HTS inh: 8

Results for CN1CCN(c2nc(N)c(Br)c(Cl)n2)CC1 ?
esBAF inh: -7; RAD52 inh: -9; E-sel inducer: -0.2; S100A4 MyoIIA: 1; RAD54 inh: -13; Xi reactivation: 0.0; ERp5 inh: 3; ERAP1 HTS inh: 2

What do the screens show for `C1CC2NCCC3NCCC(N1)N32` (configuration not stated)?
esBAF inh: -5; RAD52 inh: -7; E-sel inducer: -0.3; S100A4 MyoIIA: -1; RAD54 inh: -5; Xi reactivation: 0.0; ERp5 inh: 0; ERAP1 HTS inh: -1

How did COc1ccc(NC(=O)[C@@H](NC(=O)N2C[C@H]3C[C@@H](C2)c2cccc(=O)n2C3)C(C)C)cc1 do in these assays?
esBAF inh: 7; RAD52 inh: -1; S100A4 MyoIIA: 2; RAD54 inh: 0; ERp5 inh: 4; ERAP1 HTS inh: -3

How did O=C(/C=C/c1ccc(F)cc1)NC(=S)N1C[C@H]2C[C@H](C1)c1cccc(=O)n1C2 do in these assays?
esBAF inh: -7; RAD52 inh: -2; S100A4 MyoIIA: 0; RAD54 inh: -2; ERp5 inh: 7; ERAP1 HTS inh: 1

Results for COc1ccc(C(c2nnnn2C2CCCCC2)N2CCC3(CC2)C(=O)NCN3c2ccccc2)cc1 (configuration not stated) ?
esBAF inh: 2; RAD52 inh: 1; E-sel inducer: -1.4; S100A4 MyoIIA: -1; RAD54 inh: -4; Xi reactivation: 0.2; ERp5 inh: -2; ERAP1 HTS inh: 2

How did CC(C)c1ccc(-n2c(O)c(C=NC(CCS(C)=O)C(=O)O)c(=O)[nH]c2=S)cc1 (configuration not stated) do in these assays?
esBAF inh: 1; RAD52 inh: -7; E-sel inducer: 0.0; S100A4 MyoIIA: -40; RAD54 inh: -5; Xi reactivation: -0.2; ERp5 inh: -9

What do the screens show for `COc1cccc(OCc2cc(C(=O)N3C[C@H]4C[C@@H](C3)c3cccc(=O)n3C4)no2)c1`?
esBAF inh: 73*; RAD52 inh: -9; S100A4 MyoIIA: -4; RAD54 inh: 2; Xi reactivation: 0.1; ERp5 inh: -1; ERAP1 HTS inh: 3

Results for COc1ccccc1N1CCN(Cc2ccccc2)CC1 ?
esBAF inh: 13; RAD52 inh: -10; S100A4 MyoIIA: 2; RAD54 inh: 5; Xi reactivation: 0.0; ERp5 inh: 0; ERAP1 HTS inh: -3

How did O=C1NCN(c2ccccc2)C12CCN(C(c1ccnc3ccccc13)c1nnnn1C1CCCCC1)CC2 (configuration not stated) do in these assays?
esBAF inh: 1; RAD52 inh: -12; E-sel inducer: 0.6; S100A4 MyoIIA: -3; RAD54 inh: -4; Xi reactivation: 0.1; ERp5 inh: 3

How did CC(=O)c1cccc(NC2=NCC(C)S2)c1 (configuration not stated) do in these assays?
esBAF inh: 15; RAD52 inh: -12; E-sel inducer: -0.2; S100A4 MyoIIA: 10; RAD54 inh: -1; Xi reactivation: 0.0; ERp5 inh: 2; ERAP1 HTS inh: 3

Nothing new here: 2 of the compounds above.
Results for COCCNC(=O)c1c(NC(=O)c2ccc(Br)o2)n(Cc2ccccc2)c2nc3ccccc3nc12 ?
esBAF inh: -7; E-sel inducer: 0.7; RAD54 inh: 5; Xi reactivation: 0.0

What do the screens show for `COc1ccc(CCn2c(O)c(C=Nc3ccc(NC(C)=O)cc3)c(=O)[nH]c2=O)cc1OC`?
RAD52 inh: -99; E-sel inducer: -0.1; S100A4 MyoIIA: 10; RAD54 inh: -15; Xi reactivation: 0.3; ERp5 inh: 2

Quoted at random: 2 records from the list.
Results for COc1ccccc1N1CCN(Cc2ccccc2)CC1 ?
esBAF inh: 13; RAD52 inh: -10; S100A4 MyoIIA: 2; RAD54 inh: 5; Xi reactivation: 0.0; ERp5 inh: 0; ERAP1 HTS inh: -3

How did O=C(/C=C/c1ccc(F)cc1)NC(=S)N1C[C@H]2C[C@H](C1)c1cccc(=O)n1C2 do in these assays?
esBAF inh: -7; RAD52 inh: -2; S100A4 MyoIIA: 0; RAD54 inh: -2; ERp5 inh: 7; ERAP1 HTS inh: 1

Other structures follow:
Results for CCN(CC)C(=O)c1ccc(NC(=O)c2cccc(S(=O)(=O)N3CCN(Cc4ccccc4)CC3)c2)cc1 ?
esBAF inh: -26; RAD52 inh: -15; E-sel inducer: -0.7; S100A4 MyoIIA: 1; Xi reactivation: 0.0; ERp5 inh: -2; ERAP1 HTS inh: 3

How did O=c1[nH]c(=S)n(-c2ccccc2)c(O)c1C=NCCN1CCNCC1 do in these assays?
esBAF inh: -1; RAD52 inh: -9; E-sel inducer: 0.0; S100A4 MyoIIA: 2; RAD54 inh: -17; Xi reactivation: 0.2; ERp5 inh: -6; ERAP1 HTS inh: 1

What do the screens show for `Cc1ccc(-n2c(-c3ccc([N+](=O)[O-])cc3)nc3ccccc3c2=O)cc1`?
RAD52 inh: -16; E-sel inducer: -0.3; S100A4 MyoIIA: 4; Xi reactivation: 0.1; ERp5 inh: -5; ERAP1 HTS inh: -2

How did CC1C2Cn3c(nc4ccccc43)C1N(C)O2 (configuration not stated) do in these assays?
esBAF inh: -1; RAD52 inh: -5; E-sel inducer: 0.2; S100A4 MyoIIA: -10; RAD54 inh: -4; Xi reactivation: 0.0; ERp5 inh: 1; ERAP1 HTS inh: 4

What do the screens show for `OC(c1ccccc1)(c1ccccc1)C1CCCN1` (configuration not stated)?
esBAF inh: 2; RAD52 inh: -3; S100A4 MyoIIA: 15; RAD54 inh: -10; ERp5 inh: -7; ERAP1 HTS inh: -3

What do the screens show for `CCN1CCN(C(=O)COc2ccc(S(=O)(=O)N3CCOCC3)cc2C)CC1`?
esBAF inh: -7; RAD52 inh: -9; E-sel inducer: 0.0; S100A4 MyoIIA: -3; RAD54 inh: 3; Xi reactivation: 0.1; ERp5 inh: -3; ERAP1 HTS inh: -2

What do the screens show for `Cc1c(NP(=S)(C(C)(C)C)C(C)(C)C)c(=O)n(-c2ccccc2)n1C`?
RAD52 inh: -7; S100A4 MyoIIA: 1; Xi reactivation: 0.1; ERp5 inh: 5; ERAP1 HTS inh: 9

How did COC(=O)[C@H]1[C@H](CO)[C@H]2Cn3c(cccc3=O)[C@@H]1N2CCc1ccccc1 do in these assays?
esBAF inh: -1; RAD52 inh: 1; E-sel inducer: -0.2; S100A4 MyoIIA: -6; RAD54 inh: -4; Xi reactivation: 0.0; ERp5 inh: 0; ERAP1 HTS inh: 0

How did CCC(=NCC1CCCO1)c1c(O)n(-c2ccc(Cl)cc2)c(=O)[nH]c1=O (configuration not stated) do in these assays?
esBAF inh: -2; RAD52 inh: -7; S100A4 MyoIIA: -1; RAD54 inh: -7; ERp5 inh: -7; ERAP1 HTS inh: -10

Results for COc1ccc2c(c1)[C@@]13CCC=C[C@H]1[C@@H](C2)NCC3 ?
esBAF inh: 0; RAD52 inh: -5; E-sel inducer: 0.0; S100A4 MyoIIA: 40; RAD54 inh: 10; Xi reactivation: 0.1; ERp5 inh: -4; ERAP1 HTS inh: -1

Results for CC(=O)O[C@@]12CO[C@@H]1C[C@H](OC1OCC(O)C(O)C1O)[C@@]1(C)C(=O)[C@H](O)C3=C(C)[C@@H](OC(=O)[C@H](O)[C@@H](NC(=O)c4ccccc4)c4ccccc4)C[C@@](O)([C@@H](OC(=O)c4ccccc4)C12)C3(C)C (some centres not stated) ?
esBAF inh: -9; RAD52 inh: -10; S100A4 MyoIIA: -3; RAD54 inh: 10; ERp5 inh: 5; ERAP1 HTS inh: 1

How did O=C(Cc1ccccc1)N1CCCCN2[C@H](C1)[C@@H](c1ccc(C#CC3(O)CCCC3)cc1)[C@@H]2CO do in these assays?
RAD52 inh: -27; E-sel inducer: -0.4; S100A4 MyoIIA: -2; RAD54 inh: -3; Xi reactivation: 0.1; ERp5 inh: -8; ERAP1 HTS inh: 3

This is a subset; count on the stated rates, not on these rows.
